PMI act satM6P: activators of human phosphomannose isomerase at near-saturating mannose 6-phosphate; P34949; coupled PMI enzyme assay, resazurin fluorescence, 20 min; stronger effect = higher value; 1 = untreated enzyme, 0 = substrate-free blank; activation factor at 20 µM; 190,000 compounds, 0.34% hits; AID 1216;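 active means activation factor of 2 or more at 20 µM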
Target sequence (P34949 whole entry, looked up): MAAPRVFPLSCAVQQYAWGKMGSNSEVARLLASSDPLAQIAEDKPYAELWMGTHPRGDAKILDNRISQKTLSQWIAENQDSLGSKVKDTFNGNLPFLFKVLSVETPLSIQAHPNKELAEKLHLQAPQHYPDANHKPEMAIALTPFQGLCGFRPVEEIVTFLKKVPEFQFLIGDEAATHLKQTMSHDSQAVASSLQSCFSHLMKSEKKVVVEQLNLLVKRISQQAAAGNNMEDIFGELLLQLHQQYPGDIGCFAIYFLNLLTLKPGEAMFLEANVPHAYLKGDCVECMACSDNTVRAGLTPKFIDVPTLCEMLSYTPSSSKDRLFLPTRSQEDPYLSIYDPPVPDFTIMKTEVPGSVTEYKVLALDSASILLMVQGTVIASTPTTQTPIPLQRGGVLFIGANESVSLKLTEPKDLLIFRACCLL
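Test system: human phosphomannose isomerase with PGI, G6PDH, diaphorase coupling enzymes; amount: 15 ng/mL PMI; incubation: enzyme reaction with compound 20 min at room temperature; technique: resorufin fluorescence (Ex 544/Em 590 nm) from resazurin via diaphorase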
TNAP inh no acc: blocks human TNAP activity with no phosphate acceptor present; 200,000 compounds, 0.26% hits; inhibition, % at 20 µM; purified TNAP, CDP-star luminescence, 30 min; AID 1012; P05186;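 active means tissue-nonspecific alkaline phosphatase inhibition above about 50% at 20 µM in the single-dose screen, limit read from the data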;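 further: 0% = DMSO negative control and 100% = EDTA positive control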
PMI act: increases human mannose-6-phosphate isomerase activity. purified human PMI, coupled resazurin fluorescence, 20 min; stronger effect = higher value; 1 = vehicle control, 0 substrate-free wells. 190,000 compounds, 0.005% hits. activation factor at 20 µM;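 active means activation factor of 2 or more at 20 µM, relative to plate controls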
Diaphorase inh: diaphorase inhibition or chemical oxidation counter-screen; inhibition, % at 20 µM; diaphorase resazurin-to-resorufin fluorescence, NADH, 16 min; bacterial (C. kluyveri) enzyme, not human; AID 1217; 190,000 compounds, 0.69% hits;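 active means primary screen inhibition at 20 µM above a set limit, cut at about 50% in these data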;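 further: plate controls were DMSO with full reaction for no effect and wells lacking NADH for full effect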
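System: Bacterial diaphorase enzyme (C. kluyveri) | Incubation: 16-min room-temperature incubation before reading | Benchmarks: No-NADH positive control and DMSO neutral control | Measured by: Resorufin fluorescence 544/590 nm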
G6PDH CS: inhibits Leuconostoc G6PDH, flagging false hits in G6PDH-based assays. inhibition, % at 5 µM. 200,000 compounds, 0.12% hits. Purified L. mesenteroides G6PDH, diaphorase/resazurin coupled fluorescence, 45 min. AID 1020; in the data active means inhibition above about 50%
TNAP inh hiacc: TNAP (human) inhibition, high acceptor | P05186 | inhibition, % at 20 µM | purified TNAP, CDP-star luminescence, 1 M DEA | 200,000 compounds, 0.03% hits;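 active means over 50% inhibition of tissue-nonspecific alkaline phosphatase at 20 µM in the single-dose screen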;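 further: plate controls were DMSO wells for no effect and EDTA-quenched wells as full inhibition for full effect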
FLuc stim CS: firefly luciferase counter-screen for stimulation assays; ATPlite luciferase biochemical, luminescence, 10 min; 0 = ATP-free wells, 1 = DMSO control; P08659; activation factor at 10 µM; 200,000 tested, under 10 active;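 active means luciferase activation factor, scaled between plate controls, of at least 2 with compound at 10 µM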
Target sequence (P08659 whole entry, looked up): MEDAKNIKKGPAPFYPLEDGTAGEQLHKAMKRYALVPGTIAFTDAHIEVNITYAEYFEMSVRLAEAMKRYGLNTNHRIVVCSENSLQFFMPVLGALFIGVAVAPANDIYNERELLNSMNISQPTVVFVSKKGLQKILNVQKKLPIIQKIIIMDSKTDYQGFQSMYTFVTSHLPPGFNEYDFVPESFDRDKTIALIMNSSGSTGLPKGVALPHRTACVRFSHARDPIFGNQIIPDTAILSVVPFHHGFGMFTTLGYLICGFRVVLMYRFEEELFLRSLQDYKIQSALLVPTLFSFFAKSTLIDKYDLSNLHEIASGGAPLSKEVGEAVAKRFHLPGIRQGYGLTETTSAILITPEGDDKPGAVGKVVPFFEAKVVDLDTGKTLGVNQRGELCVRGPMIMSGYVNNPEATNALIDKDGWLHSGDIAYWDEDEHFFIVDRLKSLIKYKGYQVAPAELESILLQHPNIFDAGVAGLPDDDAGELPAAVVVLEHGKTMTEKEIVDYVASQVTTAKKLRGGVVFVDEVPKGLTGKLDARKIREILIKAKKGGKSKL
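Assay system: Luciferase/luciferin detection reagent, cell-free biochemical luciferase assay / Read-out: luciferase activation / Benchmarks: No-ATP low control, compound-free enzyme-plus-ATP high control / Medium: PBS buffer for ATP / Detection: luminescence measurement of luciferase light output / Schedule: 10 min at ambient temperature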
Diaphorase act: activates diaphorase or chemically reduces, flagging diaphorase assay artifacts. Diaphorase/resazurin coupled assay, resorufin fluorescence, 16 min; stronger effect = higher value; 1 = vehicle wells, 0 = NADH-free wells. activation factor at 20 µM. 190,000 compounds, 0.005% hits. AID 1229;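 active means diaphorase activity raised at least twofold by the compound at 20 µM; inactive means activation factor below 2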
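test system = bacterial diaphorase enzyme (C. kluyveri) | quantity = enzyme 0.07 U/mL final | reagent = NADH substrate 0.114 mM plus resazurin dye 0.1 mM, final | incubation = 16 min enzyme reaction, ambient temperature | buffer or medium = HEPES pH 7.4 buffer with MgCl2 and Tween 20 | signal = fluorescence of resorufin, 544 nm excitation, 590 nm emission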
HMGR II inh: inhibitors of class II HMG-CoA reductase from Enterococcus faecalis; purified E. faecalis HMGR, NADPH absorbance 340 nm kinetic; inhibition, % at 10 µM; 190,000 compounds, 0.41% hits;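 active means inhibition above a set limit, the median over all tested compounds plus 3 SD, cut at about 9.5% in these data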;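 further: enzyme runs in reverse so mevalonate oxidation gives rising NADPH absorbance; 0% = complete reaction with DMSO and 100% = background rate lacking mevalonate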
TNAP act hiacc: increases human TNAP activity under high phosphate acceptor concentration. P05186. purified TNAP, CDP-star luminescence, 1 M DEA, 30 min; stronger effect = higher value; 0 = EDTA background, 1 = DMSO-only activity. activation factor at 20 µM. 200,000 tested, under 10 active. AID 1136;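 active means activation factor at least 2 at 20 µM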
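Dosing: 20 µM single point. System: human TNAP. Amount: TNAP 1/800 final. Incubation: 30 min, room temperature. Read-out: TNAP activation factor scaled between EDTA and DMSO control wells. Signal: luminescence from CDP-star hydrolysis. Medium: 1 M DEA, pH 9.8, Mg2+, Zn2+. Control set: EDTA negative control, DMSO positive control.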
Numbers without * were called inactive. Rows were taken by chance; 1.7% or so of the library scored in one or more.

SMILES | PMI act satM6P | TNAP inh no acc | PMI act | Diaphorase inh | G6PDH CS | TNAP inh hiacc | FLuc stim CS | Diaphorase act | HMGR II inh | TNAP act hiacc
O=C(CN(CCO)c1ccccc1)NC12CC3CC(CC(C3)C1)C2 | 0.9 | 0 | 0.9 | 10 | 10 | 2 | 1 | 0.9 | -3 | 1
S=C(NCC(c1ccco1)N1CCCC1)Nc1ccccc1 (configuration not stated) | 1.1 | -11 | 1 | -2 | -1 | -2 | 1 | 1 | 5 | 1
C=CCN(c1ccc(C(=O)Nc2ccc(C)c(C)c2)cc1)S(C)(=O)=O | 0.9 | -4 | 0.9 | 15 | 4 | 0 | 1 | 0.8 | 0 | 1
COc1ccccc1C(=O)NC(C)C(c1cccs1)N1CCOCC1 (configuration not stated) | 0.9 | -12 | 0.9 | 17 | -13 | -6 | 1.1 | 0.8 | -6 | 1.1
N=C(N)Cc1ccccc1Sc1ccccc1 | 1.1 | -10 | 1 | 0 | 1 | -3 | 1 | 1 | -1 | 1
CC(C)SCc1cc(N2CCCC2)nc(-c2ccccc2)n1 | 1 | -8 | 1.1 | 15 | 3 | -2 | 1 | 0.9 | -3 | 1
O=C(NCc1ccco1)c1ccc(NC(=O)C2COc3ccccc3O2)cc1 (configuration not stated) | 0.9 | -6 | 0.8 | 17 | 3 | 0 | 1 | 0.8 | -5 | 1
Cc1ccc(-n2c(SCC(=O)NCc3ccco3)nc3nc4c(cc3c2=O)COC(C)(C)C4)cc1 | 1 | -10 | 1 | 20 | 12 | -3 | 0.9 | 0.8 | 1 | 1
Cc1cccc(C(=O)NC2=NCCS2)c1 | 0.9 | -10 | 0.9 | 4 | 16 | -4 | 0.5 | 1 | 1 | 1
CCn1c(C)csc1=NC(=O)c1ccccc1 | 1 | -9 | 1 | 7 | 0 | 0 | 0.9 | 0.9 | 0 | 1

The list goes on (2 carried over from the part before).
SMILES | PMI act satM6P | TNAP inh no acc | PMI act | Diaphorase inh | G6PDH CS | TNAP inh hiacc | FLuc stim CS | Diaphorase act | HMGR II inh | TNAP act hiacc
Cc1cccc(C(=O)NC2=NCCS2)c1 | 0.9 | -10 | 0.9 | 4 | 16 | -4 | 0.5 | 1 | 1 | 1
CCn1c(C)csc1=NC(=O)c1ccccc1 | 1 | -9 | 1 | 7 | 0 | 0 | 0.9 | 0.9 | 0 | 1
COc1cc(C(=O)Nc2cccc(-c3nncn3C)c2)cc(OC)c1OC | 1 | -16 | 0.9 | 9 | -11 | -7 | 1 | 0.9 | 1 | 1.1
c1ccc(-c2noc(-c3ccc4c(c3)OCO4)n2)nc1 | 0.8 | -15 | 0.8 | 16 | 8 | -2 | 0.1 | 0.8 | -6 | 1
COCCCn1c2nc3ccccc3nc2c2c(=O)n(-c3ccccc3OC)cnc21 | 1 | -2 | 0.9 | 10 | -24 | -3 | 1.1 | 0.9 | -6 | 1
Cc1ccc(CN2CCS(=O)(=O)CC2)o1 | 0.9 | -12 | 1 | 8 | 9 | -5 | 1 | 0.9 | 2 | 1.1
COc1ccc(/C=C/CN2CCN(Cc3ccc(C)cc3)C(CCO)C2)cc1 (configuration not stated) | 1 | -13 | 1 | 7 | 0 | -1 | 1.1 | 0.9 | -7 | 1
O=C(COC(=O)CCSc1ccccc1)NCc1ccccc1Cl | 0.8 | -3 | 0.8 | 19 | 27 | -2 | 1 | 0.8 | 3 | 1
O=C(CN1CCOCC1)NCCC12CC3CC(CC(C3)C1)C2 | 1.1 | -20 | 1 | 10 | -2 | -14 | 1 | 0.9 | -1 | 1.1
Cc1cc(C)nc(SCCC(=O)N(C)C)n1 | 1 | -4 | 1.1 | -1 | -6 | 2 | 1 | 1 | 1 | 1
CN(C)CCn1c(NC(=O)c2ccc(Cl)cc2)nc2ccccc21 | 1.1 | 3 | 1.1 | -20 | -1 | -11 | 0.9 | 1.2 | -7 | 1.1
CC(C)CC(COCc1cccc(Cl)c1)N1CCN(C(=O)c2ccc(C(F)(F)F)cc2)CCC1=O (configuration not stated) | 1 | 5 | 1 | 14 | 12 | 4 | 1.1 | 0.9 | -7 | 1
CC(=O)c1c(C)[nH]c(C(=O)N2CCN(C(=O)c3ccco3)CC2)c1C | 0.9 | -7 | 0.9 | 11 | -17 | -3 | 1.1 | 0.9 | -2 | 1
CCOc1cc(NC(=S)NCCOC)c(OCC)cc1NC(=O)c1ccco1 | 0.8 | -7 | 0.9 | 11 | 7 | -4 | 1.1 | 0.9 | -3 | 1
COC(=O)c1ccccc1NC(=O)c1cccc(NC(=O)CSCc2ccccc2)c1C | 0.9 | -6 | 0.9 | 6 | -26 | -1 | 1 | 0.9 | 0 | 1
CCN1C(=O)N/C(=C/c2ccc(C)o2)C1=O | 1.1 | -11 | 1.2 | 19 | 8 | -4 | 1.1 | 0.8 | 1 | 1
CSCc1cc(N(C)C)nc(SCc2ccc(Cl)cc2Cl)n1 | 1 | 6 | 1 | 16 | 2 | -1 | 1 | 0.8 | -1 | 1
Clc1ccc(Sc2cnc3ccccc3n2)cc1 | 1 | -2 | 1 | 11 | 14 | -3 | 1 | 0.9 | -6 | 1
O=C(COc1ccc(/C=N/NC(=O)CSCc2ccc([N+](=O)[O-])cc2)cc1)NCc1ccco1 | 1.1 | -5 | 0.9 | -1 | 7 | 2 | 1 | 1 | -9 | 1
NC(=O)C1CCN(Cc2nc(-c3ccccc3)no2)CC1 | 0.9 | -7 | 0.9 | 12 | 0 | -4 | 1 | 0.9 | -4 | 1
O=C(O)c1ccccc1CSc1ccccn1 | 1.1 | -16 | 1.1 | 7 | -4 | -4 | 1 | 0.9 | -2 | 1
O=[N+]([O-])c1ccc(Cl)c(/C=N/n2c(-c3cccnc3)n[nH]c2=S)c1 | 1 | 16 | 1.1 | 22 | -1 | -2 | 0.9 | 0.8 | 1 | 1
CCOC(=O)c1ccccc1NC(=O)COC | 1 | -4 | 1 | 4 | 3 | -8 | 1.1 | 1 | -1 | 1.1
O=C(CN1C(=O)NC(Cc2ccccc2)(Cc2ccccc2)C1=O)NCC1CCCCC1 | 1 | -5 | 0.9 | 16 | 3 | -4 | 1.1 | 0.8 | -2 | 1
Cc1cccc(NC(=O)c2c(C)nn(-c3ccccc3)c2Cl)c1 | 0.9 | -8 | 0.9 | 12 | 10 | -5 | 0.9 | 0.9 | -1 | 1
CCOC(=O)NN1C(=O)c2ccccc2NC1c1cccc(O)c1 (configuration not stated) | 1 | 1 | 1 | 0 | -9 | -4 | 1 | 1 | -1 | 1
O=C(CSc1nnc(Nc2ccccc2F)s1)c1cc2ccccc2o1 | 1 | -1 | 1 | 19 | -6 | 0 | 1 | 0.8 | -6 | 1
CC(=O)c1ccc2c3c(cccc13)C(=O)N(CCc1ccccc1)C2=O | 1 | -7 | 1 | 27 | 6 | -6 | 1 | 0.7 | -6 | 1.1
COc1ccc(N(CC(=O)Nc2cc(C)on2)S(=O)(=O)c2cc(C)ccc2C)cc1 | 0.8 | -14 | 0.9 | 23 | 2 | -5 | 1 | 0.8 | -3 | 1
COc1ccc(CCNC(=O)CSc2nnnn2-c2ccccc2)cc1 | 0.8 | -11 | 0.9 | 28 | 5 | -3 | 1 | 0.7 | -3 | 1
Cc1c(-c2ccccc2)n[nH]c1C(=O)NN | 1.1 | 82* | 1 | 1 | 1 | 0 | 1.1 | 1 | -2 | 1
O=C1CC(c2ccccc2)NC(=O)N1 (configuration not stated) | 1 | -7 | 1 | -6 | 24 | -4 | 1 | 1.1 | 2 | 1
CC(=O)Nc1ccc(-c2csc(Nc3ccc(Cl)cn3)n2)cc1 | 0.9 | -9 | 1 | 14 | -8 | -1 | 1 | 0.9 | -2 | 1
Cc1cc(C(=O)C(=O)N(C)C)c(C)n1-c1ccc(Cl)c(Cl)c1 | 1 | -15 | 1 | 18 | 5 | -3 | 1 | 0.8 | -9 | 1
CCCCOc1ccc2ccccc2c1C=O | 0.9 | -5 | 1 | 7 | 8 | -7 | 0.9 | 0.9 | -7 | 1.1
COc1ccccc1C(=O)NCC(=O)OCc1csc(-c2ccccc2)n1 | 0.9 | 0 | 0.8 | 15 | -9 | 1 | 1 | 0.8 | 1 | 1
CC(NCC(O)COC1CCC(C(C)(C)C)CC1)c1ccccc1 (configuration not stated) | 1 | -6 | 1.1 | 10 | 5 | -3 | 1 | 0.9 | 1 | 1
CC1(C)Nc2ccc(O)cc2-c2c1ssc2=S | 0.7 | 6 | 1 | 45 | 8 | 11 | 1.1 | 0.6 | 3 | 0.9
COC(=O)c1ccccc1NC(=O)COC(=O)/C=C/c1ccco1 | 1.1 | -7 | 1.1 | 19 | 3 | -4 | 1 | 0.8 | -2 | 1
CCn1ncc(-c2ccnc3cc(C(=O)O)nn23)c1C | 1 | 1 | 1 | 20 | 12 | -6 | 1 | 0.8 | -3 | 1.1
CC(C)(C)NC(=O)COC(=O)/C=C/c1ccccc1[N+](=O)[O-] | 1 | -13 | 1 | 6 | -2 | -7 | 1 | 0.9 | 1 | 1.1
COCCCNC(=S)NCCNc1nc2cc(C)cc(C)c2cc1C#N | 1.7 | -7 | 1.6 | 6 | -1 | -4 | 1 | 0.9 | -1 | 1

Among those listed so far, these have fluorine:
SMILES | PMI act satM6P | TNAP inh no acc | PMI act | Diaphorase inh | G6PDH CS | TNAP inh hiacc | FLuc stim CS | Diaphorase act | HMGR II inh | TNAP act hiacc
CC(C)CC(COCc1cccc(Cl)c1)N1CCN(C(=O)c2ccc(C(F)(F)F)cc2)CCC1=O (configuration not stated) | 1 | 5 | 1 | 14 | 12 | 4 | 1.1 | 0.9 | -7 | 1
O=C(CSc1nnc(Nc2ccccc2F)s1)c1cc2ccccc2o1 | 1 | -1 | 1 | 19 | -6 | 0 | 1 | 0.8 | -6 | 1

Further results:
SMILES | PMI act satM6P | TNAP inh no acc | PMI act | Diaphorase inh | G6PDH CS | TNAP inh hiacc | FLuc stim CS | Diaphorase act | HMGR II inh | TNAP act hiacc
O=C(NNC(=S)NCc1ccco1)c1ccc(Cl)s1 | 1 | -23 | 1.1 | 5 | 0 | 0 | 1 | 0.9 | -6 | 1
CC(C)CC(=O)NNC(=O)C(C)C | 1.1 | -17 | 0.6 | 7 | 0 | -1 | 1.1 | 0.9 | -4 | 1
COc1ccc(CNc2ccc(C(=O)O)cc2)cc1 | 1 | -3 | 1.1 | 7 | 3 | -4 | 1.1 | 0.9 | -3 | 1
O=C1N[C@@H](Cc2cnc[nH]2)C(=O)N2CCC[C@@H]12 | 1 | -4 | 1.1 | 10 | 10 | -5 | 1.1 | 0.9 | -6 | 1
